# Screens: PubChem, Sanford-Burnham Center for Chemical Genomics
# SENP8 block: human SENP8 protease inhibitors, primary screen, biochemical, fluorescence, Nedd8 protein substrate, uHTS | inhibition, % at 20 µM | 360,000 compounds, 0.64% hits | recombinant SENP8; in the data active = inhibition mostly above about 40%, no sharp cut-off; inactive = mostly below about 27%
# Target sequence (Q96LD8 whole entry, looked up): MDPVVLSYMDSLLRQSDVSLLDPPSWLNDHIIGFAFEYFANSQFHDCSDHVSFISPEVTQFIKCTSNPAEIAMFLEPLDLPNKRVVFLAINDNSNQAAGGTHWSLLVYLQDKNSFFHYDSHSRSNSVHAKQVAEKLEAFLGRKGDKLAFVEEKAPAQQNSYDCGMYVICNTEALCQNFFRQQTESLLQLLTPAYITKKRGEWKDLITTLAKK
# PfG6PD inh: PfG6PD enzyme inhibitors, primary screen, biochemical, fluorescence intensity, uHTS; glucose-6-phosphate dehydrogenase-6-phosphogluconolactonase (Plasmodium falciparum 3D7); PfGluPho enzyme, NADPH resazurin-diaphorase fluorescence; inhibition, % at 20 µM; 350,000 compounds, 0.78% hits;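 active = inhibition reaching at least a set limit at 20 µM in the primary screen, cut at about 59% in these data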;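 also: 0% = DMSO wells with substrate and 100% = DMSO wells lacking glucose-6-phosphate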
# SENP6 inh: SENP6 protease inhibitors, primary screen, biochemical, luminescence, uHTS; Sentrin-specific protease 6 (Homo sapiens), Q9GZR1; Recombinant SENP6 catalytic domain, aminoluciferin luminescence; inhibition, % at 10 µM; 330,000 compounds, 1.8% hits; AID 2599, 2010;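 active = inhibition above about 50% at the single tested dose, limit read from the data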;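 also: plate controls were DMSO wells with enzyme for no effect and DMSO wells lacking enzyme for full effect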
# SENP7 block: SENP7 protease inhibitors, primary screen, biochemical, luminescence, uHTS. Sentrin-specific protease 7 (Homo sapiens), Q9BQF6. 330,000 compounds, 1.5% hits. inhibition, % at 5 µM. AID 434973, 2010. recombinant SENP7, Z-RLRGG-aminoluciferin luminescence, 40 min;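 active = inhibition above about 50% at the single test dose, limit read from the data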;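 also: plate controls were DMSO with enzyme for no effect and no enzyme buffer wells for full effect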
# Target sequence (Q9BQF6 706-1050 limits assumed): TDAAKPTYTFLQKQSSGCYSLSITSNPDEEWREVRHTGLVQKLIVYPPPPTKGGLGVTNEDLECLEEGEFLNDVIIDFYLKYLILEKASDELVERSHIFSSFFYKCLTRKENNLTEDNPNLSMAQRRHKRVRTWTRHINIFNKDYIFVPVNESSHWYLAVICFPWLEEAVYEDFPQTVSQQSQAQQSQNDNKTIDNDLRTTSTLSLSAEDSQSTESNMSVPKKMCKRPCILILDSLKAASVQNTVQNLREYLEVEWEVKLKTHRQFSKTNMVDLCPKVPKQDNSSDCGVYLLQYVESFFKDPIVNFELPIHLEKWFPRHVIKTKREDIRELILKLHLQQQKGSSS
# MPTP block: mitochondrial permeability transition pore inhibitors, primary screen, biochemical, isolated mouse mitochondria, absorbance; AID 602449, 2012; 360,000 compounds, 1.4% hits; Ca2+ swelling absorbance, 30 min; inhibition, % at 10 µM;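 active = inhibition of 50% or more, scaled per plate between neutral and stimulator controls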;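 also: 0% = DMSO wells given calcium and 100% = 1 mM EGTA wells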
# ATG4B inhibitor: ATG4B protease inhibitors, primary screen, biochemical, fluorescence, uHTS. Cysteine protease ATG4B (Homo sapiens), Q9Y4P1. ATG4B cleavage of LC3-PLA2, NBD-HPC fluorescence, 1 h. inhibition, % at 8.33 µM. 340,000 compounds, 0.51% hits; in the data active = inhibition above about 40%
# Target sequence (Q9Y4P1 whole entry, looked up): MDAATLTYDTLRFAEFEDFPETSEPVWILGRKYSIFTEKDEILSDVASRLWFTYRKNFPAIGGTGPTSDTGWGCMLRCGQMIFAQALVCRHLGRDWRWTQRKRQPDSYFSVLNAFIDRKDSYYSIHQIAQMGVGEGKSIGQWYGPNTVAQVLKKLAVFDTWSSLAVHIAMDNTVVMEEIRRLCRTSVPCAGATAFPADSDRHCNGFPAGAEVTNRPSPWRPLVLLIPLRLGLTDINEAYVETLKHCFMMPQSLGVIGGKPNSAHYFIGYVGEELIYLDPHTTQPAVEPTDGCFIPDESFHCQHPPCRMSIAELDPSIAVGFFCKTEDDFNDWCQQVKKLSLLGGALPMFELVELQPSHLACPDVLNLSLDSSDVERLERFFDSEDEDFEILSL
# HKDC1 inh: HKDC1 hexokinase inhibitors, primary screen, biochemical, fluorescence, uHTS. AID 493160, 2011. inhibition, % at 20 µM. Q2TB90. recombinant HKDC1, G6PDH/diaphorase resazurin coupled fluorescence. 340,000 compounds, 0.16% hits;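 active = inhibition above about 35% when tested at 20 µM, limit read from the data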;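 also: plate controls were DMSO wells with enzyme for no effect and DMSO wells lacking enzyme for full effect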
#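 Incubation: 90 min at room temperature in dark / Material: recombinant HKDC1 (HK5) hexokinase enzyme, produced in-house / Quantity: enzyme 5 µg/mL final / Compound: one dose of 20 µM, 1% DMSO / Reagent: glucose and ATP substrates / Buffer or medium: Tris pH 8.0 buffer with MgCl2, Tween-20, BSA, BME / Technique: resorufin fluorescence at 613 nm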
# NR3A LBD binder: binders of NR3A ligand-binding domain, primary screen, biophysical, differential scanning fluorimetry, uHTS; Glutamate receptor ionotropic, NMDA 3A (GRIN3A) ligand-binding domain; NR3A LBD differential scanning fluorimetry, Tm shift; 0% = protein alone, 100% = glycine-bound protein; Tm shift relative to glycine control, % at 25 µM; 340,000 compounds, 2.5% hits;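 active = melting temperature shift of at least 10% of the positive control shift, at one fixed dose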
# Starred values were filed as active, the others as inactive; x = no result given. Not a hit list (roughly 6.9% active in at least one column).
# Preview (two entries):
molecule,PfG6PD inh,HKDC1 inh,SENP7 block,SENP8 block,ATG4B inhibitor,SENP6 inh,NR3A LBD binder,MPTP block
COc1cc(C(=O)NCC(c2ccco2)N2CCCC2)ccc1OCc1ccc(Cl)cc1Cl (configuration not stated),24,-2,x,3,3,x,-6,-2.0
Cc1nc(S/C(=C/c2ccc(-c3ccc(Cl)cc3)o2)C(=O)O)n[nH]1,-22,5,2,8,0,-9,0,0.8

# This part in full, repeating the preview:
molecule,PfG6PD inh,HKDC1 inh,SENP7 block,SENP8 block,ATG4B inhibitor,SENP6 inh,NR3A LBD binder,MPTP block
COc1cc(C(=O)NCC(c2ccco2)N2CCCC2)ccc1OCc1ccc(Cl)cc1Cl (configuration not stated),24,-2,x,3,3,x,-6,-2.0
Cc1nc(S/C(=C/c2ccc(-c3ccc(Cl)cc3)o2)C(=O)O)n[nH]1,-22,5,2,8,0,-9,0,0.8
Cc1ccc(C)c(S(=O)(=O)N2CCCCC2CCNC(=O)C(=O)NCCc2ccco2)c1 (configuration not stated),-5,-3,-1,24,-2,-2,1,-0.6
CC[C@@H](C)[C@@H]1CN([C@@H](CN2CCC[C@H]2CN2C(N)=NC[C@@H]2Cc2ccccc2)C(C)C)C(=N)N1CCCC1CCCC1,11,9,-1,16,0,-18,-4,1.5
CN(C)CCCN1C(=O)C(=O)/C(=C(/O)c2ccncc2)C1c1ccccc1 (configuration not stated),-5,-7,6,34,3,-16,1,-1.5
O=C(C[C@@H]1C/C=C\CC[C@@H](Cc2ccc(F)cc2)C(=O)OC[C@@H]2CCCN2C1=O)N[C@H](CO)Cc1ccccc1,-14,0,-7,3,-11,-19,-2,3.6
Cc1ccc(OCCCC(=O)Nc2ccc3c(c2)OCO3)cc1,12,-9,-6,12,-13,-7,-10,0.8
O=C(O)CCSC1CC(=O)N(c2ccccc2)C1=O (configuration not stated),-5,-1,-2,19,0,9,2,0.8
COc1cc(C(=O)NCC(=O)OCC(=O)N2CCc3ccccc32)cc(OC)c1OC,-5,-4,0,8,-3,-6,0,0.0
Cc1ccc(S(=O)(=O)N2CCOCC2)cc1C(=O)OCc1nnc(-c2ccccc2)o1,2,-4,13,3,-12,-19,1,0.7
CCN1CCN(c2ccc(S(=O)(=O)N3CCCCC3)cc2NC(=O)c2ccc(C)o2)CC1,2,3,-6,0,-6,-8,1,0.6
CCOC(=O)C1C(c2ccc([N+](=O)[O-])cc2)C2C(=O)NN=C2CC1(C)O (configuration not stated),12,-2,6,23,-1,-3,0,1.0
CC[n+]1ccc(C)c2cc(S(=O)C(F)(F)F)ccc21 (configuration not stated),6,14,-7,-32,5,7,-1,-2.2
O=C1C=C(OCc2ccccc2)CN1,-16,-2,x,10,3,x,-2,0.4
COc1ccc(OCC(O)CNc2ccc(Br)cc2)cc1 (configuration not stated),3,12,4,13,-6,6,2,2.9

# Full records as entered above. Order of screens: PfG6PD inh, HKDC1 inh, SENP7 block, SENP8 block, ATG4B inhibitor, SENP6 inh, NR3A LBD binder, MPTP block
# Cc1nc(S/C(=C/c2ccc(-c3ccc(Cl)cc3)o2)C(=O)O)n[nH]1 across the screens: -22, 5, 2, 8, 0, -9, 0, 0.8
# COc1cc(C(=O)NCC(=O)OCC(=O)N2CCc3ccccc32)cc(OC)c1OC across the screens: -5, -4, 0, 8, -3, -6, 0, 0.0

# The list goes on:
molecule,PfG6PD inh,HKDC1 inh,SENP7 block,SENP8 block,ATG4B inhibitor,SENP6 inh,NR3A LBD binder,MPTP block
CCCN1CCC(NC(=O)CC2C(=O)NCCN2Cc2ccccc2C)CC1 (configuration not stated),-5,-2,-2,-9,15,-10,4,0.2
O=C(CN1CCC(n2nnc3cc(C(F)(F)F)ccc32)CC1)Nc1ccc2c(c1)OCCO2,10,1,5,-4,-16,1,-1,2.1
C#CCOCCOCCOCCNc1nc(N2CCN(C(=O)[C@H](CC(N)=O)n3cc(C(N)[C@@H](C)CC)nn3)CC2)nc(N2CCN(C(=O)[C@H](CCCCN)n3cc([C@@H](N)CC(N)=O)nn3)CC2)n1 (some centres not stated),5,-1,11,20,-19,-11,2,-1.6
O=C(O)c1cccc(Oc2ccc(C(=O)O)c([N+](=O)[O-])c2)c1,-15,-4,x,12,-9,x,-1,-1.4
Cc1cccc(Cl)c1NC(=O)N1CCN(c2ccnc3cc(Cl)ccc23)CC1,-3,-2,0,-52,5,-4,0,14
CCCn1c2ccccc2c2cnn(CC(=O)O)c(=O)c21,-1,-5,-3,-35,1,-14,-4,-0.6
COc1ccc(Cc2nnc(NC(=O)C(C)(C)C)s2)cc1,6,-6,0,5,-15,-3,2,2.6
COc1ccccc1C(=O)O/N=C(/c1ccncc1)c1ccc([N+](=O)[O-])cc1,19,12,-17,6,-11,11,3,1.0
COc1c(OC(C)=O)ccc(/C=C/c2ccc3cccc(OC)c3n2)c1[N+](=O)[O-],1,0,-1,12,32,29,-7,2.0
C/C=C/Cn1c(SC)nc2c1c(=O)[nH]c(=O)n2C,32,3,-2,12,-5,1,-1,-1.3
Cc1nnc(SCc2ccccc2)nc1/C=C/NOCc1ccc(Cl)cc1Cl,9,4,5,54*,10,21,-26,3.1
Cn1c(N)c(C(=O)COC(=O)c2ccc(F)cc2Cl)c(=O)n(C)c1=O,6,-3,-6,2,-12,-17,2,0.1
O=[N+]([O-])c1cc(S(=O)(=O)N2CCCC2)ccc1NCCCN1CCOCC1,8,-6,1,14,-8,9,-2,0.2
COc1ccccc1NC(=O)CCNS(=O)(=O)c1ccc2c(c1)CC(C)N2C(=O)C1CC1 (configuration not stated),0,4,1,16,-6,-9,-3,-0.2
NNC(=O)[C@H](Cc1ccccc1)NC(=O)NCCc1ccccc1,-6,3,-8,22,-4,-14,2,-0.1

# The results go on.
molecule,PfG6PD inh,HKDC1 inh,SENP7 block,SENP8 block,ATG4B inhibitor,SENP6 inh,NR3A LBD binder,MPTP block
CSc1cccc(NC(=S)N(CCCN2CCC(C)CC2)Cc2cccs2)c1,12,-2,2,2,-12,-9,-3,1.1
O=C(Nc1ccccc1-c1ccccc1)c1ccc(Cl)c([N+](=O)[O-])c1,-7,19,10,13,41*,8,-8,4.4
CCCCN(C(=O)c1ccc2c(c1)S(=O)(=O)N=C1CCCCCN12)c1c(N)n(CCCC)c(=O)[nH]c1=O,-5,0,4,-10,-8,-7,2,0.9
CCOC(=O)CCSc1nc(C)c2ccccc2n1,10,1,0,-41,9,-11,2,0.2
COc1ccccc1OCC(=O)Nc1cccc(C(=O)N2CCOCC2)c1,10,-5,2,10,9,-21,-3,-0.7
COc1ccc(CNC(=O)CN(c2ccccc2)S(=O)(=O)N(C)C)cc1,-1,-4,-8,10,-5,-14,1,-0.8
Cc1cccc(C)c1OCc1nnc2c3cnn(C)c3ncn12,1,-2,-2,23,7,-1,-1,-0.6
Cc1occc1C(=O)N1CCN(S(=O)(=O)c2ccc(F)cc2)CC1,6,-4,0,17,-22,7,0,-0.1
CCSc1nc(N)c(C#N)c(-c2ccccc2Cl)c1C#N,5,-9,1,-212,-3,-1,-12,0.6
CCNc1nc(NCC)nc(N/N=C/c2ccccc2)n1,-7,-1,-5,17,0,0,-1,0.5
O=C(/C=C/c1ccccc1)N1CCN(c2ccc([N+](=O)[O-])c(N3CCOCC3)c2)CC1,19,3,13,32,-11,3,20*,-3.5
CCOC(=O)C1(CCOc2ccccc2)CCN(CC=C(C)C)CC1,4,-5,-11,15,-2,-18,-2,0.5
COC(=O)c1ccc(COc2ncnc3sccc23)cc1,8,-13,-2,-5,-4,-1,0,0.9
Nc1ccc2c(c1)C/C(=C/c1ccco1)C2=O,53,6,-8,-387,-6,-40,-4,1.5
Cc1cc(NC(=O)c2cc(CC(C)C)on2)no1,8,-5,-16,5,-17,-10,0,-2.8

# Next section.
molecule,PfG6PD inh,HKDC1 inh,SENP7 block,SENP8 block,ATG4B inhibitor,SENP6 inh,NR3A LBD binder,MPTP block
COc1ccc(CCNC(=O)COC(=O)c2cc(=O)c3ccccc3o2)cc1,11,-1,-5,-7,-2,-9,0,-0.3
CN(C)CCCOc1cccc(Cl)c1,-24,-7,6,19,-1,5,3,-1.6
Cc1ccc(S(=O)(=O)N(C)c2ccc(C(=O)Nc3c(C)n(C)n(-c4ccccc4)c3=O)cc2)cc1,4,-9,7,11,-5,11,0,-0.7
Cc1onc(-c2c(Cl)cccc2Cl)c1C(=O)c1ccccc1,12,-2,-1,13,1,-41,1,2.1
CC(C)C(=O)Nc1ccc(C(=O)NCc2cccnc2)cc1,-11,-5,5,19,-12,-4,1,-0.7
CC(=O)/C(=N/Nc1ccc(Br)cc1)Sc1cccc2cccnc12,-33,-2,11,16,-6,-3,-4,2.2
Cc1ccc2nc(SCC(=O)Nc3ccc(F)cc3F)[nH]c2c1,1,-2,-1,4,-5,-24,-4,7.9
Oc1ccc(Br)cc1/C=N/N1CCN(Cc2ccccc2)CC1,7,0,-3,19,-5,-12,-2,1.2
CN(C)c1nc(NCc2ccccc2)nc(SCC(=O)Nc2ccccc2)n1,8,11,-5,0,7,-7,-2,7.4
Nc1ccc(S(=O)(=O)c2cc(O)c3ccccc3c2O)cc1,103*,55*,x,-122,-5,x,3,4.1
C[C@@H]1CN([C@@H](C)CO)C(=O)c2cc(NC(=O)CCN3CCOCC3)ccc2O[C@@H]1CN(C)C(=O)Nc1ccccc1,-3,0,-4,-22,-12,4,0,-0.8
CCOC(=O)Cc1csc(NC(=O)C2CCCN(S(=O)(=O)c3cnc[nH]3)C2)n1 (configuration not stated),8,-3,-16,-3,-10,-8,-2,-2.4
COc1ccc2[nH]cc(CCNC(=O)Cc3ccc(F)cc3)c2c1,-7,0,-6,-5,4,-11,1,1.5
CCc1cccc(CC)c1NC(=O)COn1nnc2ccc(C(F)(F)F)cc21,6,-5,2,11,3,-3,4,4.1
N#Cc1ccc(-c2nc3cc(Cl)ccc3c(=O)n2O)cc1,-10,0,7,18,-5,-3,-2,-0.4
CCCC(=O)Nc1ccc(C(=O)COC(=O)c2c(C)noc2C)cc1,-10,-2,-15,-1,3,-24,0,0.0

# Some entries already given, showing only HKDC1 inh:
SMILES,HKDC1 inh
Oc1ccc(Br)cc1/C=N/N1CCN(Cc2ccccc2)CC1,0
CCc1cccc(CC)c1NC(=O)COn1nnc2ccc(C(F)(F)F)cc21,-5
Cc1cc(NC(=O)c2cc(CC(C)C)on2)no1,-5
